P. falciparum M17LAP = P. falciparum M17LAP inhibitors, primary screen, biochemical, fluorogenic H-Leu-NHMec substrate, 1536-well (AID 1619). recombinant M17LAP, H-Leu-NHMec fluorogenic kinetic assay; higher % means a stronger effect. one-dose inhibition, % at 30 µM; IC50 in µM for titrated hits. 220,000 tested, 0.38% active;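 active = compound inhibiting the enzyme by more than half at any dose during confirmatory dose-response retesting; inconclusive = strong single-dose inhibitors picked by rank but not retested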;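 note: plate controls were full reaction with DMSO carrier for no effect and no enzyme background for full effect; strong numbers were not always called active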
human PMI inhibitors = human PMI inhibitors, high substrate, primary screen, biochemical, fluorescence intensity, high mannose 6-phosphate (AID 1220); recombinant PMI enzyme, coupled fluorescence intensity; higher % means a stronger effect; inhibition, % at 20 µM; hits with a dose series show IC50 in µM; 190,000 tested, 0.66% active
Siah-1 displacement = Siah-1 peptide-binding antagonists, primary screen, biochemical, fluorescence polarization, rhodamine-plectin, uHTS (AID 1817). Siah-1 / rhodamine-plectin peptide fluorescence polarization; higher % means a stronger effect. one-dose displacement, % at 20 µM; IC50 in µM for titrated hits. 290,000 tested, 0.02% active;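 active = displacement of at least 50% at 20 µM, with a fluorescence ratio check between 0.3 and a set limit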;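 note: plate controls were Siah plus tracer with DMSO for no effect and tracer alone without Siah for full effect; strong numbers were not always called active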
AID2073 = inhibitors of Mint1-CaV2.2 protein interaction, biochemical, HTRF (AID 2073) | HTRF protein-protein interaction, Mint1-CaV2.2; higher % means a stronger effect | inhibition, % at 20 µM, or IC50 in µM where a hit was titrated | 290,000 tested, 0.19% active; in the data active = inhibition mostly above about 51%, no sharp cut-off; inconclusive = no clear call, values can overlap the other calls; inactive = mostly below about 53%; note: some results filed as inactive read as strong as hits
LYP phosphatase = inhibitors of LYP phosphatase, biochemical, fluorescence intensity, uHTS (AID 1779); 290,000 tested, 0.054% active; one-dose inhibition, % at 11.5 µM; IC50 in µM for titrated hits; recombinant LYP phosphatase, fluorescence intensity; higher % means a stronger effect; Tyrosine-protein phosphatase non-receptor type 22 (Homo sapiens);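 note: plate controls were vehicle with enzyme for no effect and no enzyme for full effect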
P. falciparum M1AAP = P. falciparum M1AAP inhibitors, biochemical, fluorogenic H-Leu-NHMec substrate, 1536-well (AID 1445); recombinant M1AAP, H-Leu-NHMec fluorogenic kinetic assay; higher % means a stronger effect; inhibition, % at 30 µM, or IC50 in µM where a hit was titrated; 220,000 tested, 0.42% active;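 active = primary inhibition above the hit cutoff, then over 50% inhibition at one or more dose response concentrations, cut at about 23% in these data, passing the limit was not always enough; inconclusive = conflicting primary data, or primary hits not chosen for dose response; inactive = low primary inhibition, or under 50% at every dose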;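 note: plate controls were DMSO full reaction for no effect and no enzyme background for full effect; strong numbers were not always called active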
human PMI inhibition = inhibitors of human PMI, primary screen, biochemical, fluorescence intensity, coupled assay (AID 1209) | purified PMI enzyme, coupled fluorescence intensity; higher % means a stronger effect | inhibition, % at 20 µM; hits with a dose series show IC50 in µM | 190,000 tested, 0.42% active;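 note: plate controls were DMSO vehicle for no effect and wells lacking substrate for full effect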
Dynein transport = inhibitors of GR-EGFP nuclear translocation, primary screen, dynein cargo transport inhibitor project, imaging, high-content, 3617.4 mouse cells | test concentration mostly 20 µM; stimulated with dexamethasone, 1 µM; stronger effect = lower value | z-score, hits read low | 220,000 tested, 0.47% active | AID 1381, 2008;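 active = plate z-score of nuclear minus cytoplasmic receptor signal below a set negative limit, without overly bright fluorescence or cell loss, cut at about -3.5 in these data, passing the limit was not always enough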;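 note: z-score of nuclear minus cytoplasmic ring GR-EGFP intensity difference per well; some compounds called inactive have numbers as strong as hits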
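Buffer or medium: Induction medium lacking tetracycline, stripped serum | Also added: Dexamethasone agonist, 1.0 µM final, for 30 min | Timing: 48 h induction, 1 h compound, 30 min dex at 37 °C | Detection: Formaldehyde fixation, Hoechst nuclear stain, 10x automated fluorescence imaging | Measure: Nuclear versus cytoplasmic GR-EGFP signal, averaged per well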
XIAP antagonists = XIAP antagonists, biochemical, IAP family, fluorescence polarization (AID 1018); one-dose displacement, % at 20 µM; IC50 in µM for titrated hits; 200,000 tested, 0.007% active; XIAP BIR domain, fluorescence polarization peptide displacement; higher % means a stronger effect; in the data active = displacement above about 50%; note: a part of the inactive calls stands beside numbers as strong as those of hits
Dynein transport cytoplasmic EGFP = second read-out of Dynein transport, no call of its own (marks repeat the call); z-score; measured here: cytoplasmic GR-EGFP intensity; stronger effect = higher value
Dynein transport nuclear GR-EGFP = second read-out of Dynein transport, no call of its own (marks repeat the call); z-score; measured here: nuclear GR-EGFP intensity;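 lower value marks the stronger effect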
Dynein transport cell count = recorded beside Dynein transport, whose call it bears; z-score; measured here: cell count per field
Numbers without * were called inactive; ? = inconclusive; . = no result given. Cut-off read from the data, not from the text of the source, unless noted: active = inhibition above about 50%; inactive = the rest.

Below each compound: P. falciparum M17LAP, human PMI inhibitors, Siah-1 displacement, AID2073, LYP phosphatase, P. falciparum M1AAP, human PMI inhibition, Dynein transport, Dynein transport cytoplasmic EGFP, Dynein transport nuclear GR-EGFP, Dynein transport cell count, XIAP antagonists
> O=C(NNc1c(Cl)cccc1Cl)c1c(F)cccc1Cl
→ 0%, ., -7%, 1%, -4%, 0%, ., 0.14, -0.26, -0.2, 0.78, .
> CC(=O)NC1CC2CCCC(C1)N2CC(=O)NCc1ccc(F)cc1 (stereo unspecified)
→ -12%, 1%, -3%, 10%, -5%, 1%, 4%, -0.37, -0.075, -0.23, 0.34, -9.3%
> CN(Cc1nc(-c2cnccn2)no1)C1CC(C)(C)NC(C)(C)C1
→ ., 13%, -3%, 8%, -8%, ., 13%, -0.91, -0.19, -0.035, 0.54, -3.4%
> O=C(Nc1ccccc1)OCc1cc(-c2ccccc2Cl)on1
→ 12%, 13%, -4%, -2%, -8%, 2%, 18%, -0.13, 0.13, 0.71, -0.19, -2.1%
> COc1ccc(/C=C2\SC(=S)N(Cc3cccnc3)C2=O)cc1C
→ 2%, 20%, -4%, -7%, 7%, 2%, 26%, -0.26, -0.097, -0.041, 0.46, -9.0%
> Cc1ccc(C)c(OCC(=O)Nc2nc3ccc([N+](=O)[O-])cc3s2)c1C
→ 2%, -5%, 2%, 3%, 2%, 1%, 1%, -0.33, -0.21, -0.26, 0.11, 0.4%
> CC(C)(C)c1ccc(C(=O)OCCNC(=O)c2c(Cl)nc3ccccn23)cc1
→ -3%, 7%, 4%, 0%, 2%, 1%, 10%, -0.27, -0.23, 0.03, -0.36, -1.0%
> CC(O)CNCCCCOc1ccc(OCc2ccccc2)cc1 (stereo unspecified)
→ 1%, 4%, 9%, -11%, -7%, 10%, 6%, 1.2, -0.32, 0.86, -0.81, -2.1%
> O=C(Cc1ccccc1)N/N=C/c1ccc2c(c1)OCO2
→ 4%, 1%, 1%, 4%, 1%, 5%, 3%, 0.035, -0.21, 0.072, 0.31, -4.7%
> COc1cccc(-n2c(SCC(=O)c3c[nH]c4ccccc34)nc3ccccc3c2=O)c1
→ -8%, -5%, 5%, 24%, 3%, 0%, 6%, -0.2, -0.32, -0.53, 0.47, -1.0%

More results follow.
Below each compound: P. falciparum M17LAP, human PMI inhibitors, Siah-1 displacement, AID2073, LYP phosphatase, P. falciparum M1AAP, human PMI inhibition, Dynein transport, Dynein transport cytoplasmic EGFP, Dynein transport nuclear GR-EGFP, Dynein transport cell count, XIAP antagonists
> Cc1ccnc(SCC(=O)Nc2oc(-c3ccccc3)c(-c3ccccc3)c2C#N)n1
→ 12%, 0%, -3%, -7%, 9%, 0%, 0%, 2.1, -0.31, 0.88, -0.7, -6.2%
> O=C(O)c1cccn1Cc1ccccc1F
→ 11%, 2%, 4%, -1%, -1%, 3%, 1%, -0.38, -0.2, 0.054, -0.38, -7.9%
> CCCS(=O)(=O)N1CCN(C(=O)c2cc(OC)cc(OC)c2)CC1
→ -16%, 18%, 0%, -3%, -1%, -6%, 18%, 1.2, -0.16, 0.57, -1.7, -11%
> COc1ccc(Cl)cc1NC(=O)C(=O)N/N=C/c1cc(C)n(-c2ccc(C)cc2)c1C
→ 0%, -3%, -1%, 20%, 10%, 12%, 2%, -0.64, -0.056, 0.018, 0.4, -25%
> O=C(C1=C[C@@H](c2ccccc2)C[C@@H](OCc2ccc(CO)cc2)O1)N1CCN(Cc2ccc3c(c2)OCO3)CC1
→ -3%, 12%, 10%, -11%, 1%, 17%, 23%, -1.3, -0.08, -0.47, 0.56, -1.4%
> COc1cccc(C=Nc2ccccc2C(=O)Nc2ccccc2)c1O
→ -6%, 2%, -4%, 1%, -1%, 12%, -3%, -0.78, -0.3, -0.69, 0.66, 1.1%
> CO/N=C(\N)c1nonc1N
→ -18%, ., -2%, -1%, -12%, -5%, ., 0.29, -0.25, 0.057, 0.16, .
> CC(Oc1ccccc1)C(=O)N1CCN=C1SCc1ccccc1F (stereo unspecified)
→ 6%, ., 6%, 1%, -1%, 3%, ., -0.74, -0.25, -0.55, 0.69, .
> C#CCOc1c(Cl)cc(/C=N/NC(N)=S)cc1OCC
→ 5%, -23%, 1%, 8%, -4%, 4%, -24%, -0.57, -0.24, -0.22, -0.041, -2.9%
> COCc1cc(C)n(CC(=O)Nc2c(C)cccc2C)c(=O)c1C#N
→ ., 3%, 1%, 9%, -7%, ., 2%, 0.064, -0.24, 0.58, 0.089, -0.8%

The list continues:
Below each compound: P. falciparum M17LAP, human PMI inhibitors, Siah-1 displacement, AID2073, LYP phosphatase, P. falciparum M1AAP, human PMI inhibition, Dynein transport, Dynein transport cytoplasmic EGFP, Dynein transport nuclear GR-EGFP, Dynein transport cell count, XIAP antagonists
> O=C(COc1ccc(S(=O)(=O)Nc2ccccc2)cc1)NCc1cccnc1
→ -11%, -3%, 0%, -1%, -8%, -6%, 6%, 0.1, 0.17, 0.19, 0.085, -2.8%
> Cc1cc(NC(=O)c2ccc3nc(C)sc3c2)no1
→ 2%, 4%, 2%, 10%, -9%, -4%, 16%, -0.68, -0.27, -0.37, 0.4, -8.3%
> COc1ccc(CN(CCN(C)C)Cc2ccccc2)c(OC)c1
→ 4%, 3%, 3%, -12%, -14%, -4%, 8%, 0.052, -0.33, -0.063, 0.28, -5.9%
> COc1ccccc1C(=O)N/C(=C\c1ccc(Br)cc1)C(=O)NCCC(=O)O
→ 26%, 10%, -3%, -8%, -10%, 4%, 16%, -0.54, -0.24, -0.22, 0.49, -12%
> Cc1ccccc1C(=O)NCc1ccncc1
→ 8%, 3%, 2%, -3%, -7%, 1%, 4%, -0.74, -0.19, -0.38, 1.2, -3.1%
> O=C(c1ccc2c(c1)[nH]c(=S)n1c3ccccc3nc21)N1CCN(c2cccc(Cl)c2)CC1
→ -5%, -3%, -5%, 27%, 4%, 6%, -3%, -0.0071, -0.23, -0.12, 0.59, -8.5%
> CCC1CCCCN1CCCNC(=O)c1cc2c(=O)[nH]c3ccccc3c2n1C (stereo unspecified)
→ -2%, 1%, -2%, 7%, -6%, 16%, 4%, -0.66, -0.27, -0.2, 0.76, -9.0%
> Cc1ccccc1-n1c(O)c(C=NC2CCS(=O)(=O)C2)c2ccccc2c1=O (stereo unspecified)
→ 5%, ., 1%, 0%, -4%, 4%, ., -0.56, -0.17, 0.56, 0.048, .
> CN(C)S(=O)(=O)c1cccc(-c2cn3cc(Cl)ccc3n2)c1
→ 6%, -6%, 4%, 11%, 4%, 6%, -5%, 0.34, -0.048, 0.38, -0.61, -3.7%
> COC(=O)c1ccc(C(=O)OC)c(NC(=O)CN(C)Cc2ccc(Cl)c(Cl)c2)c1
→ 7%, 15%, 5%, 12%, 8%, 2%, 10%, 0.18, -0.24, -0.087, -0.35, -7.9%

Continued:
Below each compound: P. falciparum M17LAP, human PMI inhibitors, Siah-1 displacement, AID2073, LYP phosphatase, P. falciparum M1AAP, human PMI inhibition, Dynein transport, Dynein transport cytoplasmic EGFP, Dynein transport nuclear GR-EGFP, Dynein transport cell count, XIAP antagonists
> COc1ccc(C(=O)O)cc1S(=O)(=O)NCCN(C)C
→ 3%, ., -2%, 6%, -9%, -2%, ., 0.9, -0.22, 0.29, -0.89, .
> O=C(CCCc1nc(-c2ccccc2Cl)no1)N1CCOCC1
→ -3%, -2%, 2%, -3%, 2%, -4%, 0%, -0.2, -0.27, -0.11, 0.61, -8.6%
> Cc1ccc(S(=O)(=O)NCC(=O)NCC(=O)N2CCN(c3ncccn3)CC2)cc1C
→ 1%, ., -9%, 8%, -6%, 3%, ., -0.32, -0.22, -0.18, 0.66, .
> Cc1ccc(NC(=S)Nc2cccc(-c3n[nH]c(=S)o3)c2)cc1
→ 0%, ., -4%, -8%, -4%, 2%, ., -0.26, -0.3, -0.2, 1.4, .
> Clc1ccccc1-c1nnc2sc(CCc3ccccc3)nn12
→ 15%, 14%, -5%, -19%, 1%, 3%, 49%, -0.56, -0.26, -0.034, 0.56, -5.7%
> Cc1ccc(S(=O)(=O)N2CCC(C(=O)N/N=C/c3ccncc3)CC2)cc1
→ -7%, 10%, -2%, -21%, 1%, 10%, 2%, -0.88, -0.37, -0.56, 1.4, -3.7%
> COc1ccc(-c2cc(-c3ccccc3)nc3ncnn23)cc1
→ -4%, 3%, 4%, 39%, -30%, ?, -1%, 0.19, -0.31, 0.37, -0.96, 1.3%
> Cc1ccc(Cl)cc1N1CCN(C(=O)C2CCN(S(=O)(=O)c3cnc[nH]3)CC2)CC1
→ 3%, 0%, 0%, -10%, -10%, 4%, 7%, -0.76, -0.14, -0.12, 1.4, 0.4%
> Nc1nonc1-c1nc2ccccc2n1Cc1ccccc1
→ 2%, 10%, -3%, 10%, -10%, 2%, 20%, 0.78, 0.034, 0.46, 0.68, -5.9%
> COc1ccc(-c2ccc(C)cc2)cc1[C@H]1[C@@H]2C=CCC[C@@]2(C)C(=O)N1Cc1ccccc1
→ -2%, ., 12%, 9%, -2%, -6%, ., 2.2, -0.87, 1.2, -0.082, .

Continued.
Below each compound: P. falciparum M17LAP, human PMI inhibitors, Siah-1 displacement, AID2073, LYP phosphatase, P. falciparum M1AAP, human PMI inhibition, Dynein transport, Dynein transport cytoplasmic EGFP, Dynein transport nuclear GR-EGFP, Dynein transport cell count, XIAP antagonists
> NC12CCc3c(no[n+]3[O-])C1(O)CC(c1ccccc1)=[N+]2[O-] (stereo unspecified)
→ -2%, -11%, -8%, 5%, -9%, -4%, -9%, 1.2, -0.28, 0.44, -0.091, -4.0%
> Cc1ccc(Cn2nnc3c(=O)[nH]c(C4CCN(S(=O)(=O)c5cc(C)ccc5C)CC4)nc32)cc1
→ 6%, 12%, 4%, 5%, 2%, 1%, 23%, -0.45, -0.28, -0.041, 0.0026, -7.8%
> C=CCc1ccc(OCC(O)CN2CCC(Cc3ccccc3)CC2)c(OC)c1 (stereo unspecified)
→ -1%, -7%, 2%, -3%, -10%, 17%, 2%, -0.29, -0.22, -0.056, 0.9, -20%
> Cc1cc(Oc2ncccc2[N+](=O)[O-])c2cc(Cl)ccc2n1
→ -1%, ., -2%, 6%, -5%, 3%, ., 0.63, -0.14, 0.17, -2.2, .
> CC(=O)C1C(=O)c2c(cccc2[N+](=O)[O-])C1=Nc1ccc(S(N)(=O)=O)cc1 (stereo unspecified)
→ 23%, 47%, -9%, 41%, -1%, 22%, 8%, -0.99, -0.31, -0.44, 0.59, -6.3%

High-throughput results: PubChem BioAssay, several laboratories
